Screening data (PubChem BioAssay)
PTHR1 agonist: activates the human parathyroid hormone receptor PTHR1; HEK293 GP2 PTHR1 cells, GloSensor cAMP luminescence, 1 h; 410,000 compounds, 0.075% hits; Potency, µM (highest dose often 115 µM), inactives show at the top dose activation, hits mostly activators; Q03431; also: potency is read from the fitted curve at half-maximal effect; nearly all actives have a fitted effect of over 55% in size; some results filed as inactive show a strong effect at the top dose; inactives centre near -15; many of its hits are not listed in these tables
Target sequence (Q03431 whole entry, looked up): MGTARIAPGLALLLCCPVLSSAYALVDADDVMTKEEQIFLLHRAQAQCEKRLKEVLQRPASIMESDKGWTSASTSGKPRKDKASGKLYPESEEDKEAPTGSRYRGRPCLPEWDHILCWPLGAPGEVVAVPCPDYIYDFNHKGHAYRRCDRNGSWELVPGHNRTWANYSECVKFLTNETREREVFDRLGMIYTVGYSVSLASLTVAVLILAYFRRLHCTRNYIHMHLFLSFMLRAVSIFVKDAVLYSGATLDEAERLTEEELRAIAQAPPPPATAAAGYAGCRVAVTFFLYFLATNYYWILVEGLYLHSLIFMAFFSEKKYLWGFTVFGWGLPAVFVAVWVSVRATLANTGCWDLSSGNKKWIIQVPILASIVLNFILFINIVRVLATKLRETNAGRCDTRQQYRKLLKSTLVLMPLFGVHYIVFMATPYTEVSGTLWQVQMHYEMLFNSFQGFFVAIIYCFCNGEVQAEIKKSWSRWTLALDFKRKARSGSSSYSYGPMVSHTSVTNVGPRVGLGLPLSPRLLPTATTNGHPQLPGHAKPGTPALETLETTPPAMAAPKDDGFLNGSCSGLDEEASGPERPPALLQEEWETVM
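HEK-293-derived GP2 cells expressing PTHR1 and a GloSensor cAMP reporter, 3,000/well, plated overnight, given luciferin plus IBMX (each 0.5 mM as added) for 1 h at 37 °C, then compound for 1 h at 37 °C. Luminescence was read after 15 min at room temperature.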
TDP-43 yeast inh: inhibitors of TDP-43 toxicity in yeast; Potency, µM (top dose mostly 46.1 µM), inactives show at the top dose growth rescue (activation), hits mostly activators; 410,000 compounds, 1.8% hits; AID 652104; TDP-43 expressing yeast growth rescue, BacTiter-Glo, 24 h; also: potency is read from the fitted curve at half-maximal effect; % of control where 0% means no effect; nearly all actives have a fitted effect of over 50% in size
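Cell-based yeast growth screen: TDP-43 expression induced in galactose, inoculum OD600=0.02 after raffinose pregrowth to mid-log. Read-out BacTiter-Glo luminescence at 24 hr, 30 deg C; inhibition of toxicity seen as signal increase.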
DRD3 antagonist: blocks the human D3 dopamine receptor. P35462. D3R cells, DiscoveRx beta-arrestin luminescence, antagonist mode; active compounds read low. max response, negative = inhibition, %. 360,000 compounds, 2.5% hits; in the data active = max response below about -50%; inconclusive = no clear call, values can overlap the other calls; also: % is scaled to controls: 0 for no effect and ±100 for the full control effect; mostly tested at two doses, the higher about 12 µM
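Cells expressing the human receptor were seeded at 1500 cells/well, incubated overnight at 37 degrees C in 5% CO2, then exposed to library compounds with dopamine controls for 90 minutes at 37 degrees C before luminescent detection.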
KB-V1 MDR tox: KB-V1 MDR subline cytotoxicity | AID 1347076 | 400,000 compounds, 3.4% hits | Potency, µM (top dose mostly 46.1 µM), without a hit: at the highest dose activity change, negative = cytotoxicity, actives largely listed as cytotoxic | KB-V1 MDR cells viability, CellTiter-Glo, 72 h; also: potency is read from the fitted curve at half-maximal effect; % is scaled to controls: 0 for no effect and ±100 for the full control effect; nearly all actives have a fitted effect of over 60% in size
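Cytotoxicity toward P-gp-expressing KB-V1 cells was determined as loss of CellTiter-Glo luminescence after 72 h at 37 degrees C. Compounds were tested in quantitative HTS format across a concentration range, with curves fitted to normalized data.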
DRD3 agonist: activates the human D3 dopamine receptor | P35462 | D3R DiscoveRx beta-arrestin cells, luminescence, 90 min | max activation, % | 410,000 compounds, 0.58% hits | AID 652048; in the data active = max activation above about 30%; also: 0% is about no effect; mostly tested at two doses, the higher about 12 µM
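Cells at 1500/well, incubated overnight, then treated with pinned compounds (dopamine as control) for 90 min at 37 degrees C. DiscoveRx reagent added for 30 - 60 minutes at room temperature; luminescence read.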
GLP-1R inv ag: GLP-1 receptor (human) inverse agonism; P43220; HEK293 GLP-1R CRE-luciferase, luminescence, 24 h; GLP-1R form is constitutively active; Potency, µM (highest dose often 38.3 µM), inactives show at the top dose activity change, negative = inhibition, most hits filed as inhibitors; 410,000 compounds, 1.6% hits; AID 624417; also: potency is read from the fitted curve at half-maximal effect; % is scaled to controls: 0 for no effect and ±100 for the full control effect; nearly all actives have a fitted effect of over 55% in size
Target sequence (P43220 whole entry, looked up): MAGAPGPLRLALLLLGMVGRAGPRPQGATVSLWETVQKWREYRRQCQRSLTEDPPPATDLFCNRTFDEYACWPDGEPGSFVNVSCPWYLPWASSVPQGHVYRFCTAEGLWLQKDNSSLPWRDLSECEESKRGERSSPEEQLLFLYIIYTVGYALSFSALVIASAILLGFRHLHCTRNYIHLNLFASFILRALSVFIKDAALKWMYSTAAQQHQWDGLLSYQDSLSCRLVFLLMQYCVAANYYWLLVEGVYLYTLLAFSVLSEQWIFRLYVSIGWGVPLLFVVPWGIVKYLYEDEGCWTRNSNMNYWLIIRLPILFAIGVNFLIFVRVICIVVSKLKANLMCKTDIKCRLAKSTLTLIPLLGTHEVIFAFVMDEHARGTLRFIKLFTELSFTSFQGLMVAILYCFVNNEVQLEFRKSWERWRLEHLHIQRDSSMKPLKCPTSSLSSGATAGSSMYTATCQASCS
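GLP-1R inverse agonism mode: basal reporter luminescence in engineered HEK293 cells measured after one day of compound exposure at 37 deg C, with a 12 min room-temperature detection step.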
GLP-1R agonist: GLP-1 receptor (human) agonism; Potency, µM (series often up to 45.6 µM), without a hit: top-dose activation, usual class: activators; AID 624172; HEK293 GLP-1R CRE-luciferase, luminescence, 4-6 h; cells express a hypersensitive GLP-1R form; P43220; 380,000 compounds, 0.007% hits; also: potency is read from the fitted curve at half-maximal effect; % of control where 0% means no effect
HEK293 tox: cytotoxicity counter-screen for GLP-1 receptor inverse agonists; 410,000 compounds, 0.13% hits; Potency, µM (doses to about 38.3 µM), for the others: at the top dose activity change, negative = inhibition, hits mostly inhibitors; AID 624418; HEK293 cAMP-luciferase reporter cells, luminescence, 24 h;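 also: loss of luciferase light is scored as toxicity; potency is read from the fitted curve at half-maximal effect; % is scaled to controls: 0 for no effect and ±100 for the full control effect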
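Here, cytotoxicity is scored as loss of luminescence. The MLSMR collection was tested on cells seeded in medium containing 10% Nu serum, with a 24 hr compound exposure preceded by 12 hours of culture.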
aSyn yeast inh: inhibitors of alpha-synuclein toxicity in yeast; 370,000 compounds, 0.14% hits; Potency, µM (highest dose often 46.1 µM), for the others: at the highest dose growth rescue (activation), most hits filed as activators; Yeast expressing alpha-synuclein, growth rescue, BacTiter-Glo, 24 h; also: potency is read from the fitted curve at half-maximal effect; % of control where 0% means no effect; nearly all actives have a fitted effect of over 65% in size
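Rescue of yeast growth: cells expressing toxic alpha-synuclein, induced in galactose at OD600 0.02, incubated with compound 24 h at 30 C. ATP luminescence quantified growth; inhibitors of toxicity appear as activators.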
An asterisk follows results filed as active; i = inactive; ? = inconclusive; / = no result given; & = joins results of further samples; [ ] = remark or other dose. Unless noted, calls follow the shape of the dose curve; as a rule, active = well fitted curve in the direction sought with a large enough effect; inconclusive = small, poorly fitted or top-dose-only effect, or another doubt; inactive = no such curve, though single readings can be large; an effect the other way counts as inactive or inconclusive. The list is partial; the hit share may differ from the screen's.

smiles	DRD3 agonist	GLP-1R agonist	PTHR1 agonist	GLP-1R inv ag	HEK293 tox	KB-V1 MDR tox	DRD3 antagonist	aSyn yeast inh	TDP-43 yeast inh
COc1ccc(N2C(=O)c3ccccc3NC(=O)C2C(=O)NCc2ccco2)cc1 (stereo not drawn)	-2	/	i	14%	-5%	-7%	-15	0%	14%
C=CCSC1=C(C#N)C(c2ccc(C(C)C)cc2)CC(=O)N1 (stereo not drawn)	-2	8%	-34%[inhibitor]	-21%	1%	0%	-7	-15%	0%
Cc1cccc(NC(=O)Nc2ccccc2[N+](=O)[O-])n1	-1	5%	-12%	114%[activator]	-7%	?	-13	-1%	11%
CCCCOC(=O)Nc1cc(OC)c(Cl)cc1OC	-3	-4%	i	?	2%	5%	21	-1%	0%
O=C(NCCNCc1ccc(F)cc1)c1ccco1	-6	-5%	0%	0%	2%	18%	-66*	-4%	6%
Cc1ccc(Cn2c(=N)c(S(=O)(=O)c3ccc(C)cc3)cc3c(=O)n4ccccc4nc32)cc1	0	4%	14%	8%	33%[activator]	-3%	-20	-11%	-3%
COc1ccc(C(=O)NCCCNC(=O)c2ccco2)cc1OC	4	19%	-5%	45%[activator]	7%	0%	5	-7%	-4%
N#Cc1c(-c2ccccc2)nc(N2CCCCCC2)[nH]c1=O	9	-5%	-16%[57.5 µM]	5%	-14%	?	-10	1%	-17%
CC1Cc2cc(S(=O)(=O)N3CCCCC3)ccc2N1C(=O)C1CCC1 (stereo not drawn)	-2	18%	-28%	15%	6%	-24%	1	-1%	?
COc1cc(NC(=O)CSc2nc3[nH]ncc3c(=O)n2-c2ccccc2C)cc(OC)c1OC	-2	7%	i	-1%	-13%	?	-10	-1%	5%
O=S(=O)(c1cccc2cccnc12)N1CCN(c2ccc(F)cc2)CC1	4	-2%	i	19%	-22%	1%	20	3%	8%
O=C(Oc1ccccc1)N1CCCCC1	-3	3%	i	1%	-1%	16%	-15	?	4%
O=C(CSc1nnc(CNC(=O)c2ccco2)o1)Nc1nc2ccccc2s1	-1	-3%	i	-22%	3%	-5%	-2	-8%	-12%
CCC(=O)c1cc2c(cc1NC(=O)C(C)C)OCCO2	6	2%	-9%[57.5 µM]	7%	-7%	-2%	-26	8%	7%
Cc1cc2cc(CN(CC3CCCO3)C(=O)c3cnccn3)c(=O)[nH]c2cc1C (stereo not drawn)	-9	19%	-3%[57.5 µM]	10%	13%	2%	7	-1%	-8%
O=C(N/N=C/c1ccccc1)c1ccc(N2CCCC2=O)cc1	0	0%	-2%	19%	8%	-9%	10	3%	7%
Cc1cc(Cl)c(Cl)cc1S(=O)(=O)NCCCn1ccnc1	9	-7%	-4%	-22%	2%	-1%	3	4%	4%
COc1ccccc1NC(=O)c1ccc2c(Cl)c3c(nc2c1)CCCC3	11	0%	-28%	3%	-2%	21%	/	/	?
O=C(C=CC=Cc1ccccc1)c1ccc([N+](=O)[O-])cc1	-8	7%	-4%	-25%	6%	16%	-13	-9%	3%
Cc1cc2nc(-c3ccccc3Br)n(/C=C(\c3ccccc3)n3c(=O)[nH]c4ccccc43)c2cc1C	-5	0%	-20%	3%	1%	-26%	?	17%	0%
O=C(Nc1ccc(Cl)cc1F)C1CCN(S(=O)(=O)c2cccc3nonc23)CC1	-22	7%	-48%	3%	8%	-25%	4	1%	-7%
CCCc1c(C(=O)NNc2cc(C(F)(F)F)ccc2Cl)cnn1-c1ccccc1	5	-1%	-15%	?	-19%	-13%	-17	7%	16%
CCCN1CCN(S(=O)(=O)c2ccc(-c3cc(C)no3)s2)CC1	-4	-1%	-4%	-11%	1%	-4%	-1	-7%	11%
CCOC(=O)c1sc2nc(C)nc(SCC(=O)N(C)C3CCS(=O)(=O)C3)c2c1C (stereo not drawn)	7	11%	-22%	19%	10%	6%	22	0%	19%
CC(=O)NCC1COc2ccccc2O1 (stereo not drawn)	3	6%	24%	-1%	4%	0%	4	4%	18%
COCC(=O)NCc1nc2cccnc2n1Cc1ccc(F)cc1	0	/	i	-1%	0%	/	/	/	2%
O=[N+]([O-])c1ccc(N2CCCCCC2)c([N+](=O)[O-])c1	-4	5%	-32%[inhibitor]	?	-16%	-30%	-17	8%	0%
CCOc1ccc(/C=N/Nc2ccccc2)cc1	1	-1%	-3%	?	-7%	-1%	5	6%	21%
N=c1n(CCOc2ccccc2)c2ccccc2n1CCN1CCOCC1	-4	0%	i	-10%	2%	0%	26	5%	12%
CC(C)C1=NN(C(=O)c2ccccc2)C(O)(C(C)(C)C)C1 (stereo not drawn)	8	-14%	i	13µM*	?	-18%	3	5%	-6%

Part of the list above, field by field.
SMILES: C=CCSC1=C(C#N)C(c2ccc(C(C)C)cc2)CC(=O)N1 (stereo not drawn)
- DRD3 agonist = -2
- GLP-1R agonist = 8%
- PTHR1 agonist = -34%[inhibitor]
- GLP-1R inv ag = -21%
- HEK293 tox = 1%
- KB-V1 MDR tox = 0%
- DRD3 antagonist = -7
- aSyn yeast inh = -15%
- TDP-43 yeast inh = 0%

SMILES: Cc1cccc(NC(=O)Nc2ccccc2[N+](=O)[O-])n1
- DRD3 agonist = -1
- GLP-1R agonist = 5%
- PTHR1 agonist = -12%
- GLP-1R inv ag = 114%[activator]
- HEK293 tox = -7%
- KB-V1 MDR tox = ?
- DRD3 antagonist = -13
- aSyn yeast inh = -1%
- TDP-43 yeast inh = 11%

More compounds follow.
smiles	DRD3 agonist	GLP-1R agonist	PTHR1 agonist	GLP-1R inv ag	HEK293 tox	KB-V1 MDR tox	DRD3 antagonist	aSyn yeast inh	TDP-43 yeast inh
COc1ccc(-n2c(=O)[nH]c3cc(C(=O)NCCc4ccc(Cl)cc4)ccc3c2=O)cc1OC	2&1	-7%	-31%&-49%[inhibitor]	-1%&-14%	4%&-1%	0%&0%	?	-4%	7%&2%
COc1ccc(NC(=O)c2ccco2)cc1NC(=O)COc1ccc(C)cc1C	7	1%	i	14%	-7%	-7%	/	/	-11%
O=C(NC1CCN(C(=S)Nc2ccc(Cl)cc2)CC1)c1ccco1	2	7%	i	?	-10%	32%	2	-3%	-3%
Nc1nc(SCc2ccc(Cl)c(Cl)c2)n[nH]1	-5	24%	-11%	38%[activator]	0%	1%	-1	8%	-12%[0.397 µM]
Cc1cc(C)c2c(Cn3ccnc3)cc(=O)oc2c1	-8	3%	i	10%	-39%	14%	7	-1%	9%
Cc1onc(-c2ccccc2)c1C(=O)OCC(=O)c1ccccc1	-1	0%	-8%	?	4%	-1%	40	6%	18%
Cc1ccc2c(c1)C1CN(C)CCC1N2C(=O)c1ccc(Cl)c(S(=O)(=O)N2CCOCC2)c1 (stereo not drawn)	0	8%	-95%[inhibitor]	-12%	-18%	0%	13	-8%	11%
CC(C)CCNC(=O)c1cc(S(=O)(=O)N2CCCCC2)ccc1N1CCOCC1	5	5%	-1%	3%	1%	13%	3	15%	12%
O=C1C2C3CC(C(Br)C3Br)C2C(=O)N1c1nccs1 (stereo not drawn)	-1	-5%	i	4%	2%	15%	77	3%	15%
CCc1ccc(-n2c(=O)c3sc4ccccc4c3n(CC(=O)NCc3ccccc3)c2=O)cc1	8	1%	-11%	7%	11%	0%	/	/	19%
Cc1ccccc1OCC(O)CN1CCCCC1 (stereo not drawn)	-8	-5%	-13%	12%	?	-1%	4	1%	15%
O=C(Nc1ccc(F)cc1F)NC1CCN(Cc2c(F)cccc2Cl)CC1	-8	10%	-12%	8.9µM*	-2%	?	-16	-3%	7%
CCCCNC(=O)C1(C)CCN1C(=O)c1cc(OC)ccc1Br (stereo not drawn)	-6	4%	3%	-1%	-8%	1%	0	-8%	17%
CCc1cccc(C)c1Nc1c(-c2ccc(F)cc2)nc2sccn12	9	/	-7%	?	2%	/	/	/	0%
Cc1ccc2c(COC(=O)CNC(=O)c3ccco3)cc(=O)oc2c1C	-1	-5%	-6%	-21%	1%	/	16	-4%	-4%
COc1cccc(N2[C@@H](CC(C)=O)c3ccccc3S2(=O)=O)c1	-4	-3%	-12%	13%	3%	?	-6	2%	6%
CCOC(=O)c1c(C)[nH]c(C(=O)COC(=O)CNC(=O)c2ccc(Cl)cc2)c1C	-13	-4%	i	13%	-20%	4.1µM*	5	-2%	8%
COc1cccc(C(=O)N2CCN(C(=O)c3cccc(F)c3)CC2)c1	-5	-6%	i	-22%	-15%	6%	9	4%	2%
O=C(O)CC(NC(=O)OCc1ccccc1)c1ccc(Br)cc1 (stereo not drawn)	0	-9%	i	4%	0%	31%	?	0%	-7%
CCC(=O)N(Cc1cc2cc(OC)ccc2[nH]c1=O)c1ccccc1OC	-1	-2%	-77%[inhibitor]	0%	5%	-23%	29	3%	27%
CCOc1ccc(C(=O)Nc2nc(C)cc(C)n2)cc1[N+](=O)[O-]	-1	5%	i	1%	-3%	?	-11	0%	13%
CC1=C(C(=O)OC(C)C)C(c2cccc(F)c2)n2ncnc2N1 (stereo not drawn)	2	4%	-28%	-13%	3%	-4%	0	12%	1%
CCc1ccc(-n2c(SCC(=O)c3ccc4c(c3)NC(=O)CO4)nc3ccccc3c2=O)cc1	13	0%	i	12%	6%	?	0	0%	6%[9.22 µM]
